Screens: PubChem, several laboratories
PPARg SRC1 recr: agonists of human PPARgamma SRC-1 coactivator recruitment; P37231; PPARgamma-SRC-1 coactivator recruitment biochemical assay; activation, % at 8 µM; 0.41% of 200,000 active; AID 631; in the data active = activation above about 19%;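 note: 0% = DMSO and 100% = reference agonist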
PPARg SRC3 recr: agonists of human PPARgamma SRC-3 coactivator recruitment; P37231; biochemical PPARgamma/SRC-3 coactivator recruitment assay; 0.26% of 200,000 active; activation, % at 8 µM; AID 731; in the data active = activation above about 23%;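 note: 0% = DMSO and 100% = reference agonist; some compounds past the cut are filed as inactive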
PPARg SRC2 recr: agonists of SRC-2 recruitment by human PPARgamma; PPARgamma LBD-SRC-2 recruitment, biochemical; activation, % at 8 µM; 0.34% of 200,000 active; in the data active = activation above about 22%;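 note: 0% = vehicle and 100% = reference agonist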
Lmaj promast: reduces viability of Leishmania major promastigotes; resazurin fluorescence viability; inhibition, % at 10 µM; 9% of 200,000 active; in the data active = inhibition above about 50%;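 note: promastigotes grown with compound for 44 hours at 28 °C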
DTT redox prof: compounds producing H2O2 with reducing agent – biochemical, NIH compound library profiling, artefact control for MLSCN library redox annotation, primary screen; 0.03% of 200,000 active; activation, % at 10 µM; AID 878; DTT-dependent redox cycling H2O2, phenol red/HRP absorbance; 100% = 100 µM peroxide control, 0% = buffer;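 active = activation of at least 50% relative to the plate's high and low controls in the primary single-dose screen; inactive = activation below 50%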;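 note: compound incubated with DTT at 0.8 mM final as the reducing agent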
TLR4 MyD88 comp: blocks binding of human TLR4 to MyD88; inhibition, % at 8.4 µM; O00206+Q99836; 0.18% of 200,000 active; HeLa CL3-4 TLR4/MyD88 BLA complementation, FRET ratio; in the data active = inhibition above about 25%;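 note: 0% = vehicle and 100% = reference inhibitor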
Target sequence (O00206 whole entry, looked up): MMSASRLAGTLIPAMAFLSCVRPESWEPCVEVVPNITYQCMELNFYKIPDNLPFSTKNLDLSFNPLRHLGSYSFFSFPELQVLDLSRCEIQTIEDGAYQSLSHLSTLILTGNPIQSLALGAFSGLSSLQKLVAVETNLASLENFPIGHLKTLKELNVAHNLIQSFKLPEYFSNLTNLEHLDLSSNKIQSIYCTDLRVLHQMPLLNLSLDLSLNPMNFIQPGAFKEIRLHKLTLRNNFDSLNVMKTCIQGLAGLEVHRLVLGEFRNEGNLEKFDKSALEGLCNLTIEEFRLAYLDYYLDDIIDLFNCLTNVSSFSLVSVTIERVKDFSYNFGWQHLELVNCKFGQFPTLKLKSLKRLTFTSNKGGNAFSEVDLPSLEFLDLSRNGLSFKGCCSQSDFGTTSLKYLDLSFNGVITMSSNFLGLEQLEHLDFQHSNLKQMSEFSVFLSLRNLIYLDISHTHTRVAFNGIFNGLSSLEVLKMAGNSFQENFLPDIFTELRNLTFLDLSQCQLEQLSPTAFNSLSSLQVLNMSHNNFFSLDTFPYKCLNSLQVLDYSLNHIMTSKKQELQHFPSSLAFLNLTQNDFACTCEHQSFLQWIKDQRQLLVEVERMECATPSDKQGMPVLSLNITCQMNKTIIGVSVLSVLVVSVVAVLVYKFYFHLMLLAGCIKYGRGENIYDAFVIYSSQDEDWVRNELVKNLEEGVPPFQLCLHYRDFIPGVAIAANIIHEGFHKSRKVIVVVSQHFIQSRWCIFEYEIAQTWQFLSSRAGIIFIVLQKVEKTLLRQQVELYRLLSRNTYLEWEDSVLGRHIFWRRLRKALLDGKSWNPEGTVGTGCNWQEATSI
Target sequence (Q99836 whole entry, looked up): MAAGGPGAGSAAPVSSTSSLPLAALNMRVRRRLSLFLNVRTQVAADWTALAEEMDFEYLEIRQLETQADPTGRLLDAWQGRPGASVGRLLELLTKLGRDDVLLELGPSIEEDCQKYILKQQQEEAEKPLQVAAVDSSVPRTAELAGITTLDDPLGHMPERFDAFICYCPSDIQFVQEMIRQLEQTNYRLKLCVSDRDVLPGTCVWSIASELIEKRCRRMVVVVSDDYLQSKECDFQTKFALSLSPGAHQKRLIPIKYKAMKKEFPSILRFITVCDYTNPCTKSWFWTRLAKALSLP
S1P3 antag: S1P3 (human) receptor antagonism. 0.27% of 170,000 active. Q99500. AID 485. CHO S1P3 NFAT-BLA reporter, FRET fluorescence, antagonist mode. inhibition, % at 4.98 µM;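 active = inhibition above the plate cutoff, the mean inhibition of test wells on that plate plus 3 SD, cut at about 28% in these data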;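 note: cells challenged with S1P at its EC80 of 0.8 µM; blue over green emission ratio from cleaved BLA substrate after 4 h stimulation; 0% = S1P-stimulated wells and 100% = unstimulated DMSO-only wells; some compounds past the cut are filed as inactive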
bIAP inhibitor: intestinal alkaline phosphatase (bovine) inhibition | purified bovine IAP, CDP-star luminescence, 30 min | inhibition, % at 20 µM | 190,000 tested, under 10 active | AID 1019;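 active = over 50% inhibition of intestinal alkaline phosphatase at 20 µM in the single-dose screen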
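Assay system: bovine IAP enzyme; medium: DEA buffer 100 mM, pH 9.8, with MgCl2 1.0 mM, ZnCl2 0.02 mM; doses: 20 µM single dose; incubation: enzyme reaction for 30 min at room temperature; detection: CDP-star luminescence signal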
TR-FRET SRC-2 ct: counter-screen for PPARgamma SRC-2 recruitment agonists: TR-FRET artefact; active compounds read high; TR-FRET ratio at 8 µM; 0.4% of 200,000 active; AID 1049; in the data active = TR-FRET ratio above about 2000; note: inactives centre near 1500; reference of the scale not given here
bIAP act: intestinal alkaline phosphatase (bovine) activation; activation factor at 20 µM; purified bovine IAP, CDP-star luminescence, 30 min; active compounds read high; fold of DMSO-control signal, blank-subtracted; AID 1016; 0.17% of 200,000 active;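 active = activation factor of 2 or more at 20 µM, a signal rise over negative controls twice the positive control's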
ROMK mod: modulators of human ROMK potassium channel | AID 1918 | Tet-inducible ROMK, thallium flux fluorescence; actives lie on both sides | B-score at 10 µM | P48048 | 2% of 130,000 active;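 active = signal ratio slope over the read window, or its plate-corrected B-score, at least 3 SD from the plate mean, either direction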;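 note: B-score of the F/F0 ratio slope over 7 to 12 s after thallium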
An asterisk follows results filed as active; x = no result given; & = joins results of further samples. Not all compounds are listed; the hit share may differ from the screen's.

Value order – PPARg SRC1 recr	PPARg SRC3 recr	PPARg SRC2 recr	Lmaj promast	DTT redox prof	TLR4 MyD88 comp	S1P3 antag	bIAP inhibitor	TR-FRET SRC-2 ct	bIAP act	ROMK mod
- CCCCC12CNCC(C)(CNC1)C2=O
    -7	4	1	-1	1.9	12	-15	10	1398	0.9	x
- N#CC1=C(N)Oc2c(c(=O)oc3ccccc23)C1c1ccccc1OC(=O)c1cccs1 (centres undefined)
    11	-2	0	9	-0.1	3	-10	2	1742	1	x
- CCCCn1c(C)c(C(=O)O)c2cc(OC)ccc21
    -13	-4	0	-6	-0.6	15	-32	5	1432	0.9	-0.071
- Fc1cccc(C2NCCc3[nH]cnc32)c1 (centres undefined)
    3	12	4	-3	-0.4	-8	-21	-19	1542	1.2	x
- CCN(CC)C(=O)c1ccc(NC(=O)c2cccc(C(F)(F)F)c2)cc1
    2	0	-8	22	-1.9	-13	-7	-12	1429	1.1	-0.12
- Cc1ccc(-n2cc(CNC(C)Cc3cnccn3)c(-c3cccc(C)c3)n2)cc1 (centres undefined)
    4	-3	0	65*	-1.3	7	2	0	1630	1	-3.6*
- CC(C)C1(C)N=C(c2nc3ccccc3cc2C(=O)O)NC1=O (centres undefined)
    -5	-1	3	-6	2.2	-9	-17	10	1637	0.9	x
- CCOP(=O)(C#CC(C)(C)C)C(C)(O)c1ccccc1 (centres undefined)
    -3	0	-1	-6	0.1	-18	-60	-10	1492	1.1	-0.25
- CN1CCN(c2ccc([N+](=O)[O-])c3cccnc23)CC1
    3	8	4	2	-4.6	11	x	22	1532	0.8	-2
- OC(c1cccc(Cl)c1)(c1cccc(Cl)c1)C1CN2CCC1CC2 (centres undefined)
    4	5	0	100*	-0.8	4	6	-12	1462	1.1	-4.5*
- N#CCCn1cc(C(=O)Nc2ccccc2Br)c(-c2ccc3c(c2)OCCO3)n1
    2	3	1	-1	0.3	-2	-16	12	1596	0.9	x
- O=[N+]([O-])c1ccc(C2C3C(c4ccccc4)=NC4(CCCC4)N32)cc1 (centres undefined)
    6	3	-4	5	-0.6	-3	-21	4	1430	1	0.63
- Cc1cccc(OC(=O)N2CCOCC2)c1
    1	4	1	-5	-2.4	-2	17	0	1576	1	x
- CC(N)Cc1c[nH]c2cc3c(cc12)OCCO3 (centres undefined)
    1	5	9	-5	-1.7	8	-8	0	1530	1	x
- CC(C)Oc1ccc(C2C(C#N)=C(N)Oc3c2c(=O)oc2ccccc32)cc1 (centres undefined)
    6	-1	-3	-7	3.6	-3	x	7	1644	0.9	x
- OCc1cnc[nH]1
    3	-3	2	-4	0.4	1	2	-14	1496	1.1	x
- COCCCN1Cc2ccccc2C1=N
    2	5	19	-6	0.9	-11	x	-4	1523	1	-0.59
- O=C(Nc1ccccc1)N1CCC2(CC1)OCCO2
    -2	0	-7	2	-0.9	-18	-8	8	1414	0.9	0.16
- Fc1ccc(C2=CCN(C(c3cccs3)c3nnnn3CCc3ccccc3)CC2)cc1 (centres undefined)
    8	13	10	100*	0.1	1	x	21	1562	0.8	x
- CCNc1cc(N2CCNCC2)ccc1[N+](=O)[O-]
    -4	6	12	7	-2.2	3	5	15	1391	0.9	-1.1
- CC(=O)OC1C2CCC1C(N1CCCC1)CC2 (centres undefined)
    -2	-5	-2	-6	0.0	6	x	36	1518	0.6	0.26
- O=C(Cn1ncc2ccsc2c1=O)N1CCC2(CC1)OCCO2
    4	-2	-6	2	0.0	-9	-27	-3	1499	1	0.16
- O=C1C2CCCN2C(c2cccc(Cl)c2)N1c1ccccn1 (centres undefined)
    9	3	2	-4	-0.9	-7	9	7	1656	0.9	0.3
- O=C1NC(=S)N(c2ccc(Cl)cc2)C(=O)/C1=C/N1CCN(C(=O)c2ccco2)CC1
    -6	-10	-1	-2	-3.9	17	x	4	1487	1	-0.37
- C(#CCN1CCOCC1)COCc1ccccc1
    -1	3	-3	-6	2.1	-8	-34	3	1512	1	x
- O=c1[nH]c(CN2CCNCC2)nc2ccccc12
    0	-5	-1	0	3.4	-12	x	3	1582	1	-1.3
- Cn1c2ccccc2c2cnn(CC(=O)N3CCC4(CC3)OCCO4)c(=O)c21
    2	-8	4	-2	0.1	11	x	-13	1420	1.1	-0.55
- CCN(CC)CCCOC(=O)C(OC)(c1ccccc1)c1ccccc1
    3	3	7	100*	-0.1	-2	x	4	1622	1	-0.7
- Cc1ccc(S(=O)(=O)N(C)C/N=C(\N)N[N+](=O)[O-])cc1
    8	1	-6	-4	-0.3	9	0	5	1543	0.9	0.62
- O=S(=O)(c1ccccc1)N1CCCCC1c1cccnc1 (centres undefined)
    6	21	11	25	0.5	8	x	-3	1576	1	x

Six structures already listed, arranged by molar mass, highest first.
Value order – PPARg SRC1 recr	PPARg SRC3 recr	PPARg SRC2 recr	Lmaj promast	DTT redox prof	TLR4 MyD88 comp	S1P3 antag	bIAP inhibitor	TR-FRET SRC-2 ct	bIAP act	ROMK mod
- Fc1ccc(C2=CCN(C(c3cccs3)c3nnnn3CCc3ccccc3)CC2)cc1 (centres undefined)
    8	13	10	100*	0.1	1	x	21	1562	0.8	x
- Cn1c2ccccc2c2cnn(CC(=O)N3CCC4(CC3)OCCO4)c(=O)c21
    2	-8	4	-2	0.1	11	x	-13	1420	1.1	-0.55
- O=C(Cn1ncc2ccsc2c1=O)N1CCC2(CC1)OCCO2
    4	-2	-6	2	0.0	-9	-27	-3	1499	1	0.16
- O=C1C2CCCN2C(c2cccc(Cl)c2)N1c1ccccn1 (centres undefined)
    9	3	2	-4	-0.9	-7	9	7	1656	0.9	0.3
- Cc1ccc(S(=O)(=O)N(C)C/N=C(\N)N[N+](=O)[O-])cc1
    8	1	-6	-4	-0.3	9	0	5	1543	0.9	0.62
- C(#CCN1CCOCC1)COCc1ccccc1
    -1	3	-3	-6	2.1	-8	-34	3	1512	1	x

More structures
Value order – PPARg SRC1 recr	PPARg SRC3 recr	PPARg SRC2 recr	Lmaj promast	DTT redox prof	TLR4 MyD88 comp	S1P3 antag	bIAP inhibitor	TR-FRET SRC-2 ct	bIAP act	ROMK mod
- CN1CCc2nc3ccc(F)cc3c(C(N)=O)c2C1
    9	2	7	1	1.1	-4	x	-4	1363	1	x
- CN1OC[C@@H]2COc3ccc4ccccc4c3[C@@H]21
    9	-6	13	-7	-0.5	15	-14	-2	1631	1	0.031
- O=C(NC(C(Cl)Cl)N1CCOCC1)c1ccccc1 (centres undefined)
    2	6	4	-12	-0.2	-3	3	6	1476	0.9	-0.00087
- CCc1c(C)nc(N)nc1N1N=C1SCC#N
    3	0	8	-2	-0.4	-8	x	10	1695	0.9	-0.47
- Cc1cccc(N=Cc2c(O)n(-c3ccccc3C)c(=O)[nH]c2=O)c1
    -2	-10	0	-3	0.0	5	x	9	1341	0.9	0.14
- CN1CCC2(CC1)C(C#N)=C(N)NC(S)=C2C#N
    16&9	4&5	9&3	-4&-8	-2.5&0.2	-8&-3	-6&3	-23&8	1654&1756	1.2&0.9	-0.083
- Cc1ccc(N=Nc2c(O)[nH]c(=O)[nH]c2=O)c([N+](=O)[O-])c1
    -2	-2	-1	-9	-8.3	7	x	7	1406	0.9	-0.42
- COc1ccc(-c2nc(CSCC(=O)N3CCC4(CC3)OCCO4)c(C)o2)cc1OC
    14	11	14	2	-5.7	1	-20	-9	1626	1.1	1.4
- CCCCc1nc2ccccc2c(=O)n1-c1ccc(Cl)cc1[N+](=O)[O-]
    -1	-7	-1	-4	1.2	5	x	4	1443	1	x
- Cc1cccc(-n2c(=S)[nH]c3ccccc3c2=O)n1
    12	-1	7	-3	-2.2	13	-11	-9	1734	1.1	2.5*
- Cc1nn(Cc2ccccc2)c(C)c1C(=O)OCC(=O)NCc1ccco1
    -2	-7	6	-3	0.0	2	x	1	1505	1	-0.57
- C=CCn1c(O)c(C(C)=NC2CC2)c(=O)[nH]c1=O
    4	16	3	-5	-1.5	1	-6	4	1602	1	x
- CN(C)c1ccc(C=C(C#N)C#N)cc1
    9	0	4	3	-0.5	-4	-4	2	1644	1	-0.96
- Cc1nn(Cc2ccccc2)c(C)c1C=C1C(=O)NC(=S)NC1=O
    0	-2	-6	60*	0.9	1	-3	46	1671	0.5	-0.08
- O=C(Cn1nc(-c2ccc(Cl)cc2)ccc1=O)N1CCC2(CC1)OCCO2
    7	7	4	-9	-0.4	5	-5	10	1565	0.9	-0.014
- COc1ccc(-c2nc3ccccc3c(=O)o2)cc1
    10	-1	-2	-5	0.1	-1	-17	-26	1499	1.3	0.25
- CCOC(=O)C1CCN(/C=C2/C(=O)NC(=S)N(c3ccccc3F)C2=O)CC1
    -9	2	1	55*	-0.1	-12	-8	-14	1465	1.1	0.14
- CC(=O)Nc1ccccc1C(=O)OCC(=O)c1ccccc1Cl
    6	1	8	-10	0.0	-10	-2	37	1442	0.6	x
- Clc1cccc(Cl)c1C1N2CCCN12 (centres undefined)
    1	2	4	-4	0.3	-4	x	10	1601	0.9	-0.53
- Cc1cc(Oc2ccc(C(F)(F)F)cc2[N+](=O)[O-])c2c3c(c(=O)oc2c1)CCC3
    -3	-3	2	0	0.9	-7	-1	5	1458	0.9	0.75
- CN(C(=O)CN1CC=C(c2ccccc2)CC1)c1c(N)n(Cc2ccccc2)c(=O)[nH]c1=O
    4	3	1	-4	0.2	-1	5	-6	1667	1.1	-0.044
- COc1ccc(N2CC2c2ccncc2)cc1 (centres undefined)
    2	-4	6	1	0.1	3	4	-19	1590	1.2	-0.77
- Cc1nc2cc(C(=O)N3CCC4(CC3)OCCO4)ccc2n1-c1cccc(F)c1
    -1	-5	0	18	0.1	2	-31	0	1370	1	-1.1
- O=C1NC(=O)N(CCNc2ncc(C(F)(F)F)cc2Cl)C(=O)C1Cc1ccc(Cl)cc1 (centres undefined)
    -2	4	6	-8	-0.4	6	-13	-3	1622	1	0.037
- O=C(c1cccnc1)c1cc2ccccc2[nH]1
    6	1	0	-4	0.2	-13	-5	16	1605	0.8	x
- CC1(C(O)(C#CCN2CCCCC2)c2ccccc2)CCCC1 (centres undefined)
    -10	-6	-6	46	-0.8	-4	0	-19	1603	1.2	-1.6
- Cc1ccc(OP(=O)(O)Oc2ccc(C)cc2)cc1
    -5	9	6	-7	-3.7	-3	x	x	1560	x	x
- Cc1cccc(N2C(=O)/C(=C/c3ccc(N4CCN(C)CC4)o3)C(=O)NC2=S)c1C
    -5	1	12	-5	-0.2	-4	-9	3	1562	1	x

Quoted at random: three compounds from above, in no set order.
Value order – PPARg SRC1 recr	PPARg SRC3 recr	PPARg SRC2 recr	Lmaj promast	DTT redox prof	TLR4 MyD88 comp	S1P3 antag	bIAP inhibitor	TR-FRET SRC-2 ct	bIAP act	ROMK mod
- Cc1cc(Oc2ccc(C(F)(F)F)cc2[N+](=O)[O-])c2c3c(c(=O)oc2c1)CCC3
    -3	-3	2	0	0.9	-7	-1	5	1458	0.9	0.75
- O=C(c1cccnc1)c1cc2ccccc2[nH]1
    6	1	0	-4	0.2	-13	-5	16	1605	0.8	x
- CCOC(=O)C1CCN(/C=C2/C(=O)NC(=S)N(c3ccccc3F)C2=O)CC1
    -9	2	1	55*	-0.1	-12	-8	-14	1465	1.1	0.14
